S3 lipid droplet = qHTS Assay for Lipid Storage Modulators in Drosophila S3 Cells. Drosophila S3 cells, BODIPY lipid droplet fluorescence, 18-24 h; cells fed with added oleic acid. 320,000 tested, 0.64% active. Potency in µM for hits, for the others lipid storage change, negative = inhibition, % at the top dose, mostly 46.1 µM; active = well fitted inhibition curve with a large enough effect in the signal ratio, with a control signal flat, not every such curve was filed as active; inconclusive = small, poorly fitted or top-dose-only effect, or effect the other way, or a change in a side signal; the % refers to the signal ratio
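Drosophila S3 cells loaded with oleic acid (400 uM, as added) and compounds at several concentrations; lipid droplets imaged by 488-nm laser-scanning cytometry, 500–530 nm intensity and object ratio to cell channel. Percent activity normalized to 20 uM Triacsin C.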
S3 lipid droplet cell count max = further read-out of S3 lipid droplet, marked with its call; cell number change, %; measured here: cell count max response;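 cells counted by Cell Tracker Red CMTPX staining in the red channel; peak over a dose series mostly up to 46.1 µM; percent activity relative to internal control wells on each plate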
* hit, by the source's call; i = inactive; ? = inconclusive; · = no result given; [ ] = dose if it differs, or a comment. % is set by controls: 0 for no effect and ±100 for the full control effect; potency is the fitted concentration of half-maximal effect. A portion of the library. The share of hits here may be higher or lower than overall.

SMILES	S3 lipid droplet	S3 lipid droplet cell count max
COC(=O)C1=C(c2cccc(OCc3ccccc3)c2)C[C@@H]2CC[C@H]1N2C(=O)NCc1ccccc1OC	i	-22.5
COC(=O)C1=C(c2cccc(OCc3ccccc3)c2)C[C@@H]2CC[C@H]1N2C(=O)NCc1ccc([N+](=O)[O-])cc1	i	-10.1
CN1CCN(Cc2cn3cccnc3n2)CC1	8.7%	21.6
COc1ccc(OC)c(N2C(=O)NC(=O)C3(Cc4cc(C)ccc4N(C)C3)C2=O)c1 (centres undefined)	?	·
CCOC(=O)/C(=N\Nc1ccccc1)N1CC1	i	·
COc1ccc(N2CCN(CCCNS(=O)(=O)c3ccc4c(c3)oc(=O)n4C)CC2)cc1	?	·
Cc1cccc(-n2c(O)c(C=NCCN3CCNCC3)c(=O)[nH]c2=S)c1	0.7%	10.5
CCN1CCN(C(=O)COc2ccc(S(=O)(=O)N3CCOCC3)cc2C)CC1	?	·
CCOC(=O)c1cn2nc(OP(=S)(OCC)OCC)cc2nc1C	?	·
O=C(CN1CCCCC1)Nc1ccc(Br)cc1C(=O)c1ccccc1Cl	?	·

Pulled by structure from the list above:
SMILES	S3 lipid droplet	S3 lipid droplet cell count max
COC(=O)C1=C(c2cccc(OCc3ccccc3)c2)C[C@@H]2CC[C@H]1N2C(=O)NCc1ccccc1OC	i	-22.5
COC(=O)C1=C(c2cccc(OCc3ccccc3)c2)C[C@@H]2CC[C@H]1N2C(=O)NCc1ccc([N+](=O)[O-])cc1	i	-10.1

Next part
SMILES	S3 lipid droplet	S3 lipid droplet cell count max
CC(C)c1ccc(-n2c(O)c(C=NC(CCS(C)=O)C(=O)O)c(=O)[nH]c2=S)cc1 (centres undefined)	-16.9%	-10.3
CCCCn1c(O)c(C(CC)=NCc2ccc(F)cc2)c(=O)[nH]c1=O	-13.1%	1.9
Fc1ccc2c(c1)nnn2C1CCN(Cc2nnnn2C2CCCCC2)CC1	?	·
CC(C)CCn1c(=O)c(C(=O)NCc2ccco2)c(O)c2ccccc21	?	·
COc1cc(OC)c(OC)cc1CNCCc1cccc(F)c1	?	·
Cn1c(N2CCNCC2)nc2ccccc21	?	·
COC(=O)C1=C(c2cccc(OCc3ccccc3)c2)C[C@@H]2CC[C@H]1N2C(=O)NCc1ccc(Cl)cc1	?	·
O=c1[nH]c(=O)n(CCC2=CCCCC2)c(O)c1/C=N/Nc1ccccc1	-17.7%	0.1
COc1ccccc1NC(=O)COC(=O)c1cn(C)c2ccccc12	?	·
CCCCC(=O)C1C(=O)NC(=O)NC1=O	-12.4%	-18.5
CNC(C(=O)c1ccccc1)C(OC)c1ccc(C)cc1 (centres undefined)	-4.1%	-16.3
O=C(/C=C/c1ccc(F)cc1)NC(=S)N1C[C@H]2C[C@H](C1)c1cccc(=O)n1C2	?	·
C1CC2NCCC3NCCC(N1)N32 (centres undefined)	-17.2%	·
COc1ccc(NC(=O)[C@@H](NC(=O)N2C[C@H]3C[C@@H](C2)c2cccc(=O)n2C3)C(C)C)cc1	15.8%	·
CN1CCN(c2nc(N)c(Br)c(Cl)n2)CC1	-16.3%	1.4
CCCC/C(=N/O)c1c(C)[nH]c2ccccc12	?	·
Cc1ccc(-n2c(O)c(/C=N/N3CCCCCC3)c(=O)[nH]c2=O)cc1C	12.7%	3.7
CCCCn1c(=O)c(C(=O)Nc2ncccc2C)c(O)c2ccccc21	?	·
CC(=O)c1c(C)n(Cc2ccccc2)c2ccc(O)cc12	19.4%	-6.7
Cc1sc(-n2c(C)cc(C=C3C(=O)NC(=O)NC3=O)c2C)c(C#N)c1C	16.7%	12.5
Cc1nn(CC(C)C)c(Cl)c1C(=O)NC1CCCCC1	?	·
Cc1ccc(CN(Cc2ccccc2)C(=S)NCC(=O)N2CCC3(CC2)OCCO3)o1	11.7%	-1.0
COc1cccc(C(=O)N2C[C@H]3C[C@@H](C2)c2cccc(=O)n2C3)c1	13.3%	·
Cc1cccc(CN2CCN(c3ccc(Cl)cc3)CC2)c1	?	·
[N-]=[N+]=NCc1cn2cccnc2n1	-11.6%	-11.7
COc1cc2c(c(OC)c1OC)-c1ccc(O)cc1[C@@H](NC(C)=O)CC2	?	·
CNCC1(c2ccccc2)CCCC1	?	·
O=C1C2C3CCC(O3)C2C(=O)N1CCO (centres undefined)	0.9%	5.3
Cc1ccc2c(c1)CC1(CN2C)C(=O)NC(=O)N(CCC2=CCCCC2)C1=O (centres undefined)	?	·
CCn1c(O)c(N=Nc2ccc(S(=O)(=O)N3CCOCC3)cc2)c(=O)n(CC)c1=S	-33.7%	·

Sorted by molecular weight (high to low): part of the list above
SMILES	S3 lipid droplet	S3 lipid droplet cell count max
COC(=O)C1=C(c2cccc(OCc3ccccc3)c2)C[C@@H]2CC[C@H]1N2C(=O)NCc1ccc(Cl)cc1	?	·
CCn1c(O)c(N=Nc2ccc(S(=O)(=O)N3CCOCC3)cc2)c(=O)n(CC)c1=S	-33.7%	·
Cc1ccc(CN(Cc2ccccc2)C(=S)NCC(=O)N2CCC3(CC2)OCCO3)o1	11.7%	-1.0
COc1ccc(NC(=O)[C@@H](NC(=O)N2C[C@H]3C[C@@H](C2)c2cccc(=O)n2C3)C(C)C)cc1	15.8%	·
CC(C)c1ccc(-n2c(O)c(C=NC(CCS(C)=O)C(=O)O)c(=O)[nH]c2=S)cc1 (centres undefined)	-16.9%	-10.3
O=C(CN1CCCCC1)Nc1ccc(Br)cc1C(=O)c1ccccc1Cl	?	·
Fc1ccc2c(c1)nnn2C1CCN(Cc2nnnn2C2CCCCC2)CC1	?	·
Cc1ccc2c(c1)CC1(CN2C)C(=O)NC(=O)N(CCC2=CCCCC2)C1=O (centres undefined)	?	·
CCOC(=O)c1cn2nc(OP(=S)(OCC)OCC)cc2nc1C	?	·
Cc1sc(-n2c(C)cc(C=C3C(=O)NC(=O)NC3=O)c2C)c(C#N)c1C	16.7%	12.5
COc1cc2c(c(OC)c1OC)-c1ccc(O)cc1[C@@H](NC(C)=O)CC2	?	·
Cc1ccc(-n2c(O)c(/C=N/N3CCCCCC3)c(=O)[nH]c2=O)cc1C	12.7%	3.7
O=c1[nH]c(=O)n(CCC2=CCCCC2)c(O)c1/C=N/Nc1ccccc1	-17.7%	0.1
CCCCn1c(=O)c(C(=O)Nc2ncccc2C)c(O)c2ccccc21	?	·
CCCCn1c(O)c(C(CC)=NCc2ccc(F)cc2)c(=O)[nH]c1=O	-13.1%	1.9
COc1ccccc1NC(=O)COC(=O)c1cn(C)c2ccccc12	?	·
COc1cccc(C(=O)N2C[C@H]3C[C@@H](C2)c2cccc(=O)n2C3)c1	13.3%	·
COc1cc(OC)c(OC)cc1CNCCc1cccc(F)c1	?	·
CN1CCN(c2nc(N)c(Br)c(Cl)n2)CC1	-16.3%	1.4
Cc1cccc(CN2CCN(c3ccc(Cl)cc3)CC2)c1	?	·
Cc1nn(CC(C)C)c(Cl)c1C(=O)NC1CCCCC1	?	·
CNC(C(=O)c1ccccc1)C(OC)c1ccc(C)cc1 (centres undefined)	-4.1%	-16.3
CC(=O)c1c(C)n(Cc2ccccc2)c2ccc(O)cc12	19.4%	-6.7
CCCC/C(=N/O)c1c(C)[nH]c2ccccc12	?	·
Cn1c(N2CCNCC2)nc2ccccc21	?	·
CCCCC(=O)C1C(=O)NC(=O)NC1=O	-12.4%	-18.5
CNCC1(c2ccccc2)CCCC1	?	·
C1CC2NCCC3NCCC(N1)N32 (centres undefined)	-17.2%	·
[N-]=[N+]=NCc1cn2cccnc2n1	-11.6%	-11.7

Other compounds:
SMILES	S3 lipid droplet	S3 lipid droplet cell count max
Cc1cccc(OCC(=O)N2CCN(Cc3ccncc3)CC2)c1	?	·
CC(=O)N1CCC(N2CCCC(C(=O)c3cccc(Cl)c3)C2)CC1 (centres undefined)	17.1%	7.9
CCN(CC)C(=O)c1ccc(NC(=O)CN2CCc3cc(OC)c(OC)cc3C2)cc1	i	17.1
O=C(c1cccn2c(=O)c3cc(Br)ccc3nc12)N1CCC2(CC1)OCCO2	5.1%	18.7
O=P(O)(O)/C=C(\Cl)c1ccccc1	-13.5%	-12.5
COc1ccc2c(c1O)-c1c(OC)c(OC)cc3c1[C@H](C2)N(C)CC3	?	·
CCn1c(O)c(/C=N/NC(=O)c2ccccc2)c(=O)[nH]c1=S	-11.4%	5.7
Cn1cccc1/C=C1\C(=O)NC(=O)N(CCC2=CCCCC2)C1=O	-11.0%	-5.1
CCOP(=O)(OCC)c1nc(-c2cccc3ccccc23)oc1NCCc1ccc(OC)cc1	?	·
c1ccc(CNC2=NCCS2)cc1	?	·
Cc1ccc(NP(=O)(c2ccccc2)c2nc3ccccc3s2)cc1 (centres undefined)	7.2%	·
COc1ccc2c(c1OC)C(=O)O[C@H]2[C@@H]1c2cc3c(cc2CCN1C)OCO3	?	·
Cc1c(C=O)c2ccccc2n1Cc1ccc(F)cc1	0.6%	1.4
N=C(N)c1c(O)n(C2CCCCC2)c(=O)n(C2CCCCC2)c1=O	?	·
Cc1cccc(NC(=O)N2CC3CC(C2)c2cccc(=O)n2C3)c1 (centres undefined)	?	·
CN(C)C=C1C(=O)N(C2CCCCC2)C(=O)N(C2CCCCC2)C1=O	?	·
CC(=O)c1cccc(OCC(=O)N2CCN(CC(=O)Nc3cccc(F)c3)CC2)c1	?	·
COC(=O)C1=C(c2ccc(OC)c(OC)c2)C[C@@H]2CC[C@H]1N2C(=O)NCc1cc(C)oc1C(F)(F)F	6.1%	4.9
Cc1cc(=O)oc2cc(OCC(=O)N3CCC(C(=O)O)(c4ccccc4)CC3)ccc12	-2.2%	1.1
O=C1NC(=O)C(=Cc2cc(Cl)ccc2OCc2ccc(C(=O)O)cc2)C(=O)N1	9.5%	-1.1
CN1c2ccc([N+](=O)[O-])cc2CC2(C(=O)NC(=O)N(c3ccccc3)C2=O)C1c1ccccc1 (centres undefined)	-20.2%	-14.8
Cc1cccc(CN2CCCN(Cc3ccc(Cl)cc3)S2(=O)=O)c1	20.6%	·
OCCCCO	-28.6%	-4.9
CN(C)/C=C1/C(=O)NC(=O)N(CCNc2ncc(C(F)(F)F)cc2Cl)C1=O	1.7%[9.22 µM]	11.0
COc1ccc(-n2c(O)c(C(C)=NCCc3c[nH]c4ccccc34)c(=O)[nH]c2=O)cc1	-10.1%	-15.2
Fc1ccc(Cn2nnnc2CN2CCC(n3nnc4cc(C(F)(F)F)ccc43)CC2)cc1	?	·
Cc1cc(N2C(=O)C3CCCN3C2c2sccc2C)no1 (centres undefined)	?	·
CCOC(=O)C1C2NC(=O)N(Cc3ccccc3)C1(C)Oc1c(OC)cccc12 (centres undefined)	?	·
Cc1ccc(N(C)C(=O)Oc2cccc3cccnc23)cc1	?	·
CCc1cc2c(s1)NC(=O)CN=C2c1cccs1	-6.4%	2.7
c1ccc2[nH]c(CCNC3CCCCC3)nc2c1	?	·
O=[N+]([O-])c1ccc(N2CCNCC2)c2ncccc12	?	·
N#CCCn1cc(C(=O)NCc2ccccc2)c(-c2ccccc2)n1	16.7%	22.1
C[N+]1(C)C2CCC1CC(OC(=O)C(CO)c1ccccc1)C2 (centres undefined)	?	·
CC(C)C12CN3CCN(CC(C3)C1O)C2 (centres undefined)	?	·
CCOc1cc2c(cc1OCC)-n1cccc1C(c1ccc(C)cc1C)NC2 (centres undefined)	-23.9%	-22.0
CCOC(=O)Cn1cc([N+](=O)[O-])nc1[N+](=O)[O-]	-29.9%	-0.3
CC(=O)c1cn(CCCOc2ccccc2)c2ccccc12	?	·
Nc1cc(Cl)cc(C(=O)O)c1Cl	28.4%	1.8
O=C(Cc1ccccc1)N1CCN(C/C=C/c2ccccc2)CC1	10.6%	-5.7
CC1CN=C(Nc2ccc(N(C)C)cc2)S1 (centres undefined)	14.3%	-7.8
CN1C2CCC1CC(OC(=O)c1c[nH]c3ccccc13)C2 (centres undefined)	?	-6.6
COc1cc2[nH]c(=O)n(-c3ccc(C)cc3)c(=O)c2cc1OC	?	·
Cc1cc(C)c(C(=O)CN2CCOCC2)c(C)c1	i	·
COc1ccc(-c2cc(-c3ccccc3)[n+](C)c(-c3ccccc3)c2)cc1	?	·
COc1ccccc1N(CC(=O)NC1CCCC1)C(=O)c1cnn(C(C)C)c1	4.9%	-0.5
CCn1c(=O)cc(OCC(=O)N2CCN(Cc3ccc4c(c3)OCO4)CC2)c2ccccc21	?	·
Cc1nc2ccccc2c(=O)n1-c1cccc([N+](=O)[O-])c1	?	·
O=Cc1cn(Cc2ccccc2F)c2ccccc12	?	·
CCOP(=O)(OCC)C1(O)C(=O)Nc2ccccc21 (centres undefined)	?	·
Next part
SMILES	S3 lipid droplet	S3 lipid droplet cell count max
CCC(=NC(C)c1ccccc1)c1c(O)[nH]c(=O)[nH]c1=O (centres undefined)	14.8%	6.6
CN1C(=O)C(Cc2ccc3c(c2)OCO3)C(=O)N(C)C1=O	i	-17.6
COc1ccccc1Oc1c(C)oc2cc(OC(=O)N(C)C)ccc2c1=O	?	·
CCN(CC)CCCN=C(C)c1c(O)n(-c2ccccc2)c(=O)[nH]c1=O	-4.1%	4.9
CC(C)CN1CCN(Cc2c(F)cccc2Cl)CC1CCO (centres undefined)	14.4%	7.2

Screening results from PubChem.
